Compound activity deposited in PubChem BioAssay by Sanford-Burnham Center for Chemical Genomics.
SENP8 block = SENP8 protease inhibition. inhibition, % at 10 µM. purified SENP8, Z-RLRGG-aminoluciferin cleavage, luminescence. hit rate 1.2% among 330,000. Q96LD8. AID 2540
Target sequence (Q96LD8 whole entry, looked up): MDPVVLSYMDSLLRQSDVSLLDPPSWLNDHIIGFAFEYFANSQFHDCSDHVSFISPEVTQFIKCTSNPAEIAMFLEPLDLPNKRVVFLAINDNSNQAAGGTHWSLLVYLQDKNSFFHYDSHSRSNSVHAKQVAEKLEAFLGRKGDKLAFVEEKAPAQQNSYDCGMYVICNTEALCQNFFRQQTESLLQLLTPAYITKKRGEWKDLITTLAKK
Apaf-1 inh = human Apaf-1 inhibition. inhibition, % at 20 µM. O14727. AID 489030. reconstituted apoptosome caspase-3 activity, DEVD-Rh110 fluorescence. hit rate 0.71% among 330,000; active means inhibition of at least 40% at 20 µM;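 further: plate controls were DMSO wells for no effect and DEVD-CHO caspase inhibitor wells for full effect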
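System: Apoptosome proteins | Medium: Hepes pH 7.5 with detergent and BSA | Also added: Cytochrome c trigger plus (Z-DEVD)2-Rh110 caspase-3 substrate | Incubation: 30 min compound preincubation, 50 min activation, room temperature | Detection: Rhodamine 110 fluorescence at Ex 480/Em 540 nm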
Jurkat NFkB inh = lowers PMA/ionomycin-induced NF-kB signal in Jurkat cells. PMA/ionomycin-induced NF-kB luciferase reporter, luminescence. inhibition, % at 4 µM. hit rate 0.53% among 330,000
HKDC1 inh = blocks human hexokinase HKDC1 activity | recombinant HKDC1, G6PDH/diaphorase resazurin coupled fluorescence | inhibition, % at 20 µM | hit rate 0.16% among 340,000;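 active means inhibition above about 35% when tested at 20 µM, limit read from the data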;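 further: plate controls were DMSO wells with enzyme for no effect and DMSO wells lacking enzyme for full effect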
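Material – in-house recombinant HK5 (HKDC1) enzyme · Quantity – HKDC1 at 5 µg/mL · Buffer or medium – pH 8.0 Tris buffer with 10 mM MgCl2 · Reagent – glucose with 1 mM ATP · Dosing – single 20 µM dose · Times – reaction time 90 min, room temperature, protected from light · Technique – resorufin fluorescence at 613 nm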
697 NFkB inh = lowers PMA/ionomycin-induced NF-kB signal in 697 B cells; 697 B-cell NF-kB luciferase reporter, 16 h; inhibition, % at 4 µM; hit rate 0.33% among 330,000; AID 435022; in the data active means inhibition above about 35%
UBC13 polyUb = human UBC13 polyubiquitination inhibition. inhibition, % at 20 µM. AID 485273. UBC13 polyubiquitin chain formation, TR-FRET. P61088. hit rate 0.47% among 330,000; in the data active means inhibition above about 45%, passing the limit was not always enough
Target sequence (P61088 whole entry, looked up): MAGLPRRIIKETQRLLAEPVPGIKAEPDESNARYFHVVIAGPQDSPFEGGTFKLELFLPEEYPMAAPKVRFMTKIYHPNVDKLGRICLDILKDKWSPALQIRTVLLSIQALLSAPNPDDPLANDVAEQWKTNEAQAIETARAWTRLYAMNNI
Gli-Sufu antag = Gli-Sufu pathway antagonism. Sufu-KO-LIGHT fibroblasts, Gli luciferase reporter luminescence. inhibition, % at 5 µM. hit rate 0.74% among 340,000. AID 588413;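 active means inhibition above about 55%, limit read from the data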;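 further: 0% = DMSO-treated cells and 100% = wells with medium but no cells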
SENP7 inh = inhibitors of human SENP7 protease. Q9BQF6. recombinant SENP7, Z-RLRGG-aminoluciferin luminescence, 40 min. inhibition, % at 5 µM. hit rate 1.5% among 330,000;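 active means inhibition above about 50% at the single test dose, limit read from the data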;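 further: plate controls were DMSO with enzyme for no effect and no enzyme buffer wells for full effect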
Target sequence (Q9BQF6 706-1050 limits assumed): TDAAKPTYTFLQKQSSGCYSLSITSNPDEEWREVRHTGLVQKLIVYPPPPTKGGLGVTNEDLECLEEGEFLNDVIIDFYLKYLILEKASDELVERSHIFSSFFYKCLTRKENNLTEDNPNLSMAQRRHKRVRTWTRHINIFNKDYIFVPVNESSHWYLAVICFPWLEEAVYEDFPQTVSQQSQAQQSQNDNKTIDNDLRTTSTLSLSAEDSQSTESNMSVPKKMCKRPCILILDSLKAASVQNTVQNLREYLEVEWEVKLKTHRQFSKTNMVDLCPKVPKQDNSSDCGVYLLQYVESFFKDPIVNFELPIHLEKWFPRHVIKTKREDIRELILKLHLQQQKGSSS
Active calls of the source: *; · = no result given. Unless noted, no stated cut-off is given here; in the data, active means inhibition above about 50%; inactive means the rest.

SMILES | SENP8 block | Apaf-1 inh | Jurkat NFkB inh | HKDC1 inh | 697 NFkB inh | UBC13 polyUb | Gli-Sufu antag | SENP7 inh
C=CCn1c(SCc2c(C)noc2C)nc2ccccc2c1=O | -9.8 | -17.4 | 77.8* | -7.5 | 15.6 | 27.4 | 54.6 | 7.8
Cn1nccc1NC(=O)Nc1ccc(Cl)cc1 | 0.0 | -7.3 | -5.3 | -0.9 | -23.3 | 1.6 | -1.3 | -0.9
CC(C)(c1ccccc1)c1ccc(OCCCNCCO)cc1 | -7.0 | 22.8 | -2.9 | 0.3 | -54.1 | 16.3 | 3.8 | 7.0
C=C(C)c1cccc(C(C)(C)NC(=O)N2CCC(C(N)=O)CC2)c1 | -7.4 | 4.4 | 3.5 | -1.2 | 8.0 | -10.5 | · | -2.7
CCNC(=O)C(=O)N1CCC2(CC1)OCCN2S(=O)(=O)c1ccc(C)cc1 | -7.0 | 1.0 | 3.2 | -3.5 | 1.6 | 1.7 | -1.9 | -0.6
CC(=O)CCc1oc2ccc(C)cc2c1Cc1ccccc1 | -14.6 | 10.2 | -9.5 | -2.8 | 2.8 | -0.1 | 1.0 | -8.3
Cc1cccc(NS(=O)(=O)c2ccc(C)c(C(=O)OCC(=O)Nc3cc(C)on3)c2)c1 | -2.7 | 0.9 | -6.4 | 2.7 | -138.0 | 6.3 | 0.4 | -6.5
CC(=O)Nc1ccc(NC(=O)C/C(C)=N/NC(=O)C(=O)N2CCCC2)cc1 | -3.2 | 3.4 | 0.0 | -1.6 | -6.4 | -6.0 | 3.1 | -5.9
CCOC(=O)c1ccc(N(CC(=O)NCC2CCCO2)C(=O)CCC(=O)Nc2cc(C)on2)cc1 (stereo not given) | 3.1 | 6.4 | -2.7 | -7.8 | -5.2 | -0.6 | -17.5 | -9.8
N=C1S/C(=C\c2ccc(O)cc2)C(=O)N1c1ccc(F)cc1 | 4.6 | 0.2 | 20.0 | -4.3 | 8.4 | 8.0 | -0.2 | 0.6
CCCCOC(=O)Cn1cnc2ccc(Br)cc2c1=O | -9.8 | 7.6 | -3.7 | -10.1 | -18.0 | -20.3 | 1.2 | -8.9
CC(C)(C)NC(=O)C1CCN(C(=O)c2ccc(Br)cc2)CC1 | -2.3 | -0.8 | -5.7 | -5.3 | -10.2 | 3.0 | -1.7 | 9.2
COc1ccc(Cl)cc1NC(=O)CCN1C(=O)C2C3C=CC(C4CC34)C2C1=O (stereo not given) | 1.3 | -5.4 | 9.6 | -3.0 | 7.3 | 1.0 | -5.1 | 5.7
CC(C)c1nc2scc(-c3ccc(Cl)cc3)c2c(=O)n1N | -6.1 | -4.6 | -6.4 | -1.8 | 3.2 | -2.9 | -9.1 | 6.7
O=C(OC1CCOC1=O)c1cc(-c2cccc(Br)c2)nc2ccccc12 (stereo not given) | 8.4 | 2.3 | 6.6 | -1.9 | 12.2 | 12.9 | 4.1 | 0.2
CCCCc1nc(SCC(=O)N2CCOCC2)c2c(=O)n(C)c(=O)n(C)c2n1 | 1.5 | 12.2 | -4.5 | -3.3 | -3.1 | 1.4 | 9.6 | 1.3
C#CC1CN(Cc2ccccc2)CC(C#C)N1C (stereo not given) | 3.7 | -0.9 | -9.5 | 0.5 | -2.9 | 3.7 | -7.2 | -2.2
O=C(COC(=O)CN1C(=O)NC2(CCCC2)C1=O)NCc1ccc(Cl)cc1Cl | 0.1 | 3.0 | 2.5 | -2.0 | 12.0 | 1.7 | 4.9 | 12.3
COc1ccc(C)cc1NC(C)C(=O)NC(=O)NC1CCCCC1 (stereo not given) | -1.1 | 10.0 | 1.0 | 1.4 | 0.0 | 8.2 | 20.1 | 5.5
Cc1nnc(SCC(=O)c2ccc(S(=O)(=O)N3CCOCC3)cc2)n1-c1ccccc1 | -9.8 | 10.5 | 6.1 | -7.0 | 17.0 | -3.5 | -6.4 | -7.5
O=C(NCc1ccccc1F)C1CCCN(c2cnccn2)C1 (stereo not given) | 2.7 | 6.4 | 2.2 | 3.4 | -2.5 | -2.5 | 3.5 | 4.1
CCOC(=O)C1(Cc2ccc(Cl)cc2)CCN(C(C)Cc2ccc(O)c(OC)c2)CC1 (stereo not given) | 3.3 | 13.8 | 44.6 | 5.8 | -21.2 | 13.3 | 71.5* | 3.8
CC(=O)c1ccc(OC(C)C)c(CC(C(N)=O)C(N)=O)c1 | -0.1 | 1.7 | -16.6 | -3.0 | -33.2 | -6.0 | -2.0 | -2.5
COC(=O)C(=O)/C=C(\O)c1c(C)cc(C)cc1C | 0.2 | -3.4 | 10.0 | -2.0 | 23.5 | 2.6 | 2.0 | -5.9
CCCCS(=O)(=O)c1sc2nc3c(cc2c1N)CCCC3 | 0.8 | 5.9 | -3.2 | -4.3 | -6.1 | 6.1 | 6.9 | -3.3

Two entries from above, with two lines to a compound:
Results follow in this order: SENP8 block | Apaf-1 inh | Jurkat NFkB inh | HKDC1 inh | 697 NFkB inh | UBC13 polyUb | Gli-Sufu antag | SENP7 inh
- CC(C)(C)NC(=O)C1CCN(C(=O)c2ccc(Br)cc2)CC1
→ -2.3 | -0.8 | -5.7 | -5.3 | -10.2 | 3.0 | -1.7 | 9.2
- COc1ccc(Cl)cc1NC(=O)CCN1C(=O)C2C3C=CC(C4CC34)C2C1=O (stereo not given)
→ 1.3 | -5.4 | 9.6 | -3.0 | 7.3 | 1.0 | -5.1 | 5.7

Continuation:
SMILES | SENP8 block | Apaf-1 inh | Jurkat NFkB inh | HKDC1 inh | 697 NFkB inh | UBC13 polyUb | Gli-Sufu antag | SENP7 inh
CCC(C)[C@H]1CN=C(N)N1CC1CCCCC1 (stereo not given in full) | -7.5 | -6.5 | -12.6 | -0.1 | 1.7 | 8.0 | 65.1* | 8.8
N#C/C(=C\C=C\c1ccccc1[N+](=O)[O-])C(=O)NC1CCCCC1 | -6.7 | 2.3 | 28.4 | 9.7 | -137.5 | -6.8 | -3.4 | -4.3
COc1cc2c(cc1OC)C(C(=O)NC1CC1)C1c3ccccc3CCN1C2=O (stereo not given) | -8.8 | 11.1 | -13.3 | -7.2 | -16.1 | -18.6 | 5.5 | 8.7
COc1ccc(NC(=O)CN2CCN(C(=O)C3CCCO3)CC2)c(OC)c1 (stereo not given) | 9.1 | 1.3 | -8.6 | -6.1 | -17.6 | -10.4 | 4.1 | -1.5
O=C(O)CC1C(=O)NCCN1Cc1cccs1 (stereo not given) | -0.5 | -14.4 | 5.0 | 15.8 | 3.4 | -2.6 | -3.3 | 2.6
CC(C)Oc1cccc(-c2cc(C(=O)N3CCN(c4ncccn4)CC3)c3ccccc3n2)c1 | 0.7 | 20.4 | -17.1 | · | -10.6 | 11.7 | · | -1.8
COC(=O)c1sc(SC)c2c1CC(C)(C)C/C2=N/O | 4.1 | -1.9 | 10.4 | -3.3 | -1.3 | 5.1 | 5.3 | 2.5
COc1ccccc1CCC(=O)N(C)CC(=O)Nc1ccc(F)cc1 | -2.3 | 4.3 | 3.7 | -3.9 | 15.3 | 3.4 | -6.4 | -0.6
COc1ccc(Br)cc1CN1CCCC(C(=O)N2CCCCCC2)C1 (stereo not given) | -1.9 | 6.7 | 1.7 | -7.8 | -66.1 | 3.1 | 21.1 | -5.2
COc1ccc(/C=C/C(=O)NC(=S)N2CCN(c3ccccc3OC)CC2)cc1 | 3.4 | 1.2 | -78.3 | -3.3 | -114.9 | -4.5 | -34.1 | -6.3
O=C(CCN1C(=O)C2CC=CCC2C1=O)Nc1nc(-c2ccc(F)c(F)c2)cs1 (stereo not given) | -6.8 | -3.7 | -3.5 | 3.1 | 4.1 | 13.5 | -2.0 | -1.4
CCN1C[C@@H]2[C@@H]3C(=O)N(Cc4ccccc4)C(=O)[C@@H]3[C@](C)(C(=O)OC)N2C1=NC | · | 2.2 | · | 13.7 | -19.5 | · | -2.0 | -1.1
CC(CN1CCCCC1)OC(=O)c1ccccc1F (stereo not given) | 2.5 | -1.9 | -30.0 | -7.4 | -27.7 | -7.0 | 13.2 | -4.2
O=S(=O)(Nc1cccc(Cl)c1)c1ccc2oc(=S)[nH]c2c1 | 6.9 | 1.8 | -0.9 | -1.7 | 1.3 | -0.1 | 8.7 | 1.9
O=[N+]([O-])c1cc(C(F)(F)F)ccc1Sc1ccc2ccccc2n1 | -7.8 | 1.5 | 1.3 | -1.6 | -4.8 | -3.7 | 5.8 | -9.1
CS(=O)(=O)N1CCN(c2ccc([N+](=O)[O-])cc2F)CC1 | 4.1 | -8.1 | -14.5 | -10.1 | 15.0 | -1.4 | 4.0 | 2.6
Cc1ccc(CNC(=O)CCNS(=O)(=O)c2ccc(C)cc2)cc1 | -3.9 | 1.0 | -0.1 | -2.6 | 7.5 | -1.7 | -6.7 | -2.9
Cc1onc(-c2ccccc2)c1-c1nnc(-c2ccccc2C(F)(F)F)o1 | -8.8 | 13.0 | -5.6 | -0.3 | 6.6 | -2.1 | 1.4 | -7.3
CC(=O)Nc1ccc(C(=O)OCC(=O)c2ccc(S(=O)(=O)N3CCCCC3)cc2)cc1 | -3.0 | 6.0 | -3.9 | -2.1 | 5.5 | -4.2 | -24.5 | -9.5
O=C(Cn1c(=O)c2cccn2c2cccnc21)NCCCN1CCN(c2ccc(F)cc2)CC1 | -2.7 | -5.9 | 7.0 | -3.6 | 8.5 | 6.0 | 17.8 | -5.3
O=S(=O)(NCCSc1nnc(-c2ccco2)n1-c1ccccc1)c1ccccc1 | -3.7 | 6.6 | -14.6 | -1.0 | 6.3 | -2.5 | 1.6 | 12.4
Cc1cc(NC(=O)COC(=O)C2CCN(S(=O)(=O)c3c(Cl)cccc3Cl)CC2)no1 | 3.4 | 7.3 | 1.9 | -5.4 | 7.0 | 2.9 | 1.2 | 11.2
CC(C)OC(=O)C1Cc2ccccc2CN1S(=O)(=O)c1cccs1 (stereo not given) | -3.7 | 27.1 | 16.9 | -1.9 | -0.7 | -10.0 | -4.0 | -8.8
CCN(C(=O)CSc1nnc(NC2CCCCC2)s1)C1CCS(=O)(=O)C1 (stereo not given) | -7.4 | -0.5 | -12.0 | -7.6 | 14.8 | -5.2 | 2.8 | -4.0
CCN(C(=O)COC(=O)Cn1c(C)csc1=O)c1c(N)n(Cc2ccccc2)c(=O)[nH]c1=O | 8.8 | -4.7 | 2.3 | 0.0 | -2.8 | 2.5 | 1.4 | 2.2
SMILES | SENP8 block | Apaf-1 inh | Jurkat NFkB inh | HKDC1 inh | 697 NFkB inh | UBC13 polyUb | Gli-Sufu antag | SENP7 inh
O=C1C=C(NC(=O)Nc2ccc(Cl)c(Cl)c2)CCC1 | 1.4 | 2.7 | -21.1 | -5.8 | 2.1 | 6.4 | -26.0 | 7.3
Cc1cc(SCC(=O)N(C)CC(=O)Nc2ccc(F)cc2)nc2ccccc12 | -11.7 | -0.7 | 8.0 | -2.6 | 1.1 | 6.4 | -1.7 | -4.5
COCCNC(=O)Cn1cnc([N+](=O)[O-])n1 | 1.9 | 0.5 | -0.5 | -3.4 | 11.2 | 2.2 | -0.4 | -4.6
CCCS(=O)(=O)N1CCN(C(=O)c2cccnc2)CC1 | 7.2 | -12.2 | 1.3 | -1.9 | -2.5 | -6.2 | 3.6 | 3.4
O=C(c1ccc2c(c1)OCO2)N1CCCc2ccccc21 | -16.5 | 4.2 | -17.1 | -4.1 | 3.4 | 2.0 | 2.4 | -0.7
CCOCCCNC(=O)C1CCCN(S(=O)(=O)c2ccc(-n3cnnn3)cc2)C1 (stereo not given) | -2.3 | -5.4 | 4.9 | 0.9 | 10.1 | 2.3 | 1.9 | -3.7

Results in SENP8 block (five entries from above):
SMILES	SENP8 block
Cc1cc(SCC(=O)N(C)CC(=O)Nc2ccc(F)cc2)nc2ccccc12	-11.7
COCCNC(=O)Cn1cnc([N+](=O)[O-])n1	1.9
CCCS(=O)(=O)N1CCN(C(=O)c2cccnc2)CC1	7.2
O=C(c1ccc2c(c1)OCO2)N1CCCc2ccccc21	-16.5
CCOCCCNC(=O)C1CCCN(S(=O)(=O)c2ccc(-n3cnnn3)cc2)C1 (stereo not given)	-2.3
